TDP1 inh: blocks human tyrosyl-DNA phosphodiesterase 1. Q9NUW8. recombinant TDP1, AlphaScreen DNA substrate cleavage. Potency, µM (highest dose often 130 µM), for the others: at the highest dose activity change, negative = inhibition, hits mostly inhibitors. 350,000 tested, 0.28% active. AID 485290; further: nearly all actives have a fitted effect of over 40% in size
Target sequence (Q9NUW8 whole entry, looked up): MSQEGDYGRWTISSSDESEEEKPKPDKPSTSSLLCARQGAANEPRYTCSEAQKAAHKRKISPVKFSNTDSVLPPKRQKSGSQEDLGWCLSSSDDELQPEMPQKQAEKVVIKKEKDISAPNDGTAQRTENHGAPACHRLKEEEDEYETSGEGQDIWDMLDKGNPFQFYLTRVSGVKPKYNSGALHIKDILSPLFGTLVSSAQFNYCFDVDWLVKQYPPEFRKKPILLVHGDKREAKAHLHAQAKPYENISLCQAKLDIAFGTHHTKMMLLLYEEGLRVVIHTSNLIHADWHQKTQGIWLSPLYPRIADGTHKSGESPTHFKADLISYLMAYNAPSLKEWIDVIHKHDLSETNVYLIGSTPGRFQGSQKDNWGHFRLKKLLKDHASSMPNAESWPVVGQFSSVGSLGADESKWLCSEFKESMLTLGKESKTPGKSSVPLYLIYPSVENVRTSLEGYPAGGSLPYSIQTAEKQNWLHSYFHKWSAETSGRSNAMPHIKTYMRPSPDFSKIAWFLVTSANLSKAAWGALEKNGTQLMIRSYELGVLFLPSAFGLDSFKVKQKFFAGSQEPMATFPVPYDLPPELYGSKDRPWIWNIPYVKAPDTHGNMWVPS
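Recombinant human Tdp1 (E. coli-expressed, 1 nM final) preincubated with compounds 15 min at room temperature, then 5'-biotin/3'-phosphotyrosine-FITC DNA substrate (15 nM final) added for 5 min. AlphaScreen beads (10 ug/ml final) added 10 min; cleavage lowers signal.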
DT40 TDP1 no CPT: qHTS for Inhibitors of human tyrosyl-DNA phosphodiesterase 1 (TDP1): qHTS in cells in absence of CPT. DT40 Tdp1-/- hTDP1 cells, no CPT, ATP luminescence, 48 h. Potency, µM (series often up to 46.2 µM), for the others: at the top dose activity change, negative = growth inhibition, actives largely listed as inhibitors. 420,000 tested, 15% active. AID 686978, 2013; further: nearly all actives have a fitted effect of over 55% in size
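Readout: luminescence from CellTiter-Glo after 30 min in the dark at RT. Cells: DT40 Tdp1-/- with stable hTDP1, 400/well. Exposure: compounds alone, ≥48 hr, 37 °C.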
TDP1 cell CPT: growth inhibition of DT40 Tdp1-/-;hTDP1 cells with camptothecin (screen for TDP1 inhibitors). chicken DT40 Tdp1-/-;hTDP1 cells + 20 nM CPT, ATP luminescence, 48 h. Potency, µM (series often up to 46.2 µM), inactives show at the top dose activity change, negative = growth inhibition, actives largely listed as inhibitors. 420,000 tested, 12% active. AID 686979; further: nearly all actives have a fitted effect of over 55% in size
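Chicken DT40 Tdp1-/- cells stably complemented with human TDP1 were seeded at 400 cells/well in medium containing 20 nM camptothecin, exposed to pin-transferred compounds, and grown at 37 °C for at least 48 hr. Viability was read as ATP luminescence.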
An asterisk follows results filed as active; ? = inconclusive; . = not tested or not shown; & = joins results of further samples; [ ] = another dose, or the depositor's remark. The call rests on the fitted dose curve; in most records, active means well fitted curve in the direction sought with a large enough effect; inconclusive means small, poorly fitted or top-dose-only effect, or another doubt; inactive means no such curve, though single readings can be large; an effect the other way counts as inactive or inconclusive. On the % scale 0 is the no-effect control and ±100 the full control effect; potency means the concentration at half of the fitted maximal effect. The order is random. About 18% of those tested had a hit in this group.

No. | mol | TDP1 inh | DT40 TDP1 no CPT | TDP1 cell CPT
1 | COc1cc2c(cc1NC(=O)C(C)N1CCN(S(=O)(=O)c3ccc(C)c(C)c3)CC1)oc1ccccc12 (configuration not stated) | 3% | -25% | -7%
2 | COc1ccc2c(c1OC)C(=O)N1N=C(c3ccc(Cl)cc3)CC21 (configuration not stated) | 1% | ? | -2%
3 | O=C(COc1ccc(C(=O)NCCc2ccccc2)cc1)Nc1ccccc1 | -3% | -13% | -11%
4 | N#Cc1cccc(C(=O)OCC(=O)NCc2ccco2)c1 | 1% | 21% | -15%
5 | Cc1ccc(-c2nnc(Nc3cccc(Cl)c3)c3ccccc23)cc1S(=O)(=O)N1CCN(C)CC1 | . | 21µM* | 12µM*
6 | COc1ccc(NC(=O)/C=C/c2ccccc2)c([N+](=O)[O-])c1 | -1% | ? | ?
7 | CCOC(=O)C(=O)N1c2ccccc2C(N(C(=O)C(=O)OCC)c2ccccc2)CC1C (configuration not stated) | 3% | ? | -6%
8 | CCSc1nc(N)c(NC(=O)c2ccc(Br)o2)c(=O)[nH]1 | 2% | -16% | -3%
9 | CCn1c(CNC(=O)c2cccc(C)c2)nnc1SCC(=O)Nc1cccc(OC)c1 | -7% | -15% | 4%
10 | CC(=O)c1ccc(N(CC(=O)NCc2ccc3c(c2)OCO3)C(=O)c2csnn2)cc1 | 11% | -22% | 17%
11 | CC(C)n1ncc2c(C(=O)NCCc3ccc(F)cc3)cc(C3CC3)nc21 | 1% | 23µM* | ?
12 | O=C(COC(=O)CNC(=O)c1ccccc1)NCc1ccc2c(c1)OCO2 | -1% | 4% | 1%
13 | NC(=O)C1CCN(CCC(=O)Nc2cccc(Cl)c2)CC1 | 0% | -9% | -7%
14 | COC(=O)c1cccc(C23CC4(C2)[C@H](CN(CC2CCCCC2)[C@@H]4c2ccccc2)C3c2ccccc2)c1 (some centres not stated) | 7%&4% | ? | ?
15 | O=C(CSc1nnc(-c2ccccn2)o1)Nc1ccccc1Cl | . | -29% | -12%
16 | COC(=O)c1ccc2nc(-c3cccc(Br)c3)c(Cc3ccc(OC)cc3C)n2c1 | . | ? | ?
17 | Cc1ccc(-n2c(-c3ccco3)nc3c(cnn3-c3ccc(C)cc3)c2=O)cc1 | 2%&4% | 4.1µM* | ?
18 | O=C(OCCN1CCOCC1)c1ccc(O)cc1 | . | -18% | 2%
19 | Cc1onc(-c2ccccc2)c1C(=O)NNC(=S)NC(=O)/C=C/c1ccccc1 | 0% | 18µM* | 21µM*
20 | CCN1C[C@@H]2[C@@H]3C(=O)N(Cc4ccccc4)C(=O)[C@@H]3[C@](CC)(C1=O)N2C(=O)c1ccccc1 | . | 0% | 5%
21 | O=C(c1ccco1)N1CCN(C(=O)c2cc3sccc3n2Cc2ccccc2)CC1 | 6% | ? | ?
22 | COc1cccc(/C=C/C(=O)OCC(=O)N2c3ccccc3CC2C)c1 (configuration not stated) | . | -20% | 2%
23 | COc1cc(OC)c(N(C)S(=O)(=O)c2cccc(C(=O)OCC(=O)N(C)C3CCCCC3)c2)cc1Cl | . | ? | ?
24 | CCO[C@@H]1OC(C(=O)N2CCN(Cc3ccccc3)CC2)=C[C@H](C2CC2)[C@H]1CCCO | 3% | ? | ?

Looked up above.
TDP1 inh, cpd 1 stands at 3%
DT40 TDP1 no CPT, cpd 5 stands at 21µM*
DT40 TDP1 no CPT, cpd 12 stands at 4%

The listing picks up, starting 4 compounds before the break.
No. | mol | TDP1 inh | DT40 TDP1 no CPT | TDP1 cell CPT
21 | O=C(c1ccco1)N1CCN(C(=O)c2cc3sccc3n2Cc2ccccc2)CC1 | 6% | ? | ?
22 | COc1cccc(/C=C/C(=O)OCC(=O)N2c3ccccc3CC2C)c1 (configuration not stated) | . | -20% | 2%
23 | COc1cc(OC)c(N(C)S(=O)(=O)c2cccc(C(=O)OCC(=O)N(C)C3CCCCC3)c2)cc1Cl | . | ? | ?
24 | CCO[C@@H]1OC(C(=O)N2CCN(Cc3ccccc3)CC2)=C[C@H](C2CC2)[C@H]1CCCO | 3% | ? | ?
25 | CCn1c(SCC(N)=O)nnc1-c1ccc2c(c1)OCO2 | 0% | 10% | 3%
26 | Cc1cc(-c2ccc(C)c(S(=O)(=O)Nc3ccc(S(N)(=O)=O)cc3)c2)on1 | 6% | 2% | -3%
27 | COc1ccc2nc(NC(=O)C3CCN(S(=O)(=O)c4cccc5nsnc45)CC3)sc2c1 | 4% | ? | 15µM*
28 | CC(C)Oc1ccc(S(=O)(=O)N2CCOCC2)cc1NC(=O)C1CCCCC1 | 0%[56.1 µM] | -10% | -28%
29 | CCN1CCN(C(=O)/C=C/c2ccc(C)o2)CC1 | 3% | 6% | 11%
30 | COc1ccc(-c2cn3c(n2)sc2cc(C(=O)NCCc4ccc(OC)cc4OC)ccc23)cc1 | -3% | 9.2µM* | 7.3µM*
31 | CNC(=O)/C(C#N)=C/c1c(N2CCCCCC2)nc2c(C)cccn2c1=O | . | -17% | ?
32 | N#CC1=C(N)S[C@H](C(=O)C23CC4CC(CC(C4)C2)C3)[C@H]1c1ccncc1 | 7% | ? | ?
33 | C[C@H](CO)N1C[C@H](C)[C@H](CN(C)C(=O)c2ccc(N3CCN(C)CC3)cc2)OCc2cnnn2CCCC1=O | . | ? | -17%
34 | COc1ccc2nc(Cl)c(/C=N/Nc3ccccn3)cc2c1 | 9% | ? | ?
35 | N/C(CC1CC1(Cl)Cl)=N\OC(=O)c1ccccc1 (configuration not stated) | 4% | -17% | 3%
36 | C[C@@H]1CN([C@@H](C)CO)C(=O)c2cc(NC(=O)Nc3ccc(F)cc3)ccc2O[C@@H]1CN(C)Cc1ccc(Oc2ccccc2)cc1 | 6% | 21µM* | ?
37 | Cc1cc(NC(=O)CCC(=O)N(CC(=O)NC2CCCC2)c2ccc(Cl)cc2)no1 | 14% | -10% | 0%
38 | O=C(N1CCOCC1)N1CCN(c2ccccc2F)CC1 | 8% | ? | ?
39 | Cc1ccc(C(=O)/C=C/Nc2ccc(S(=O)(=O)Nc3onc(C)c3C)cc2)cc1 | 5% | ? | ?
40 | Cc1cc(C)c2c(Cn3ccnc3)cc(=O)oc2c1 | . | -23% | 14%

Full records, quoted from the list. Screens in order: TDP1 inh	DT40 TDP1 no CPT	TDP1 cell CPT
Cc1cc(C)c2c(Cn3ccnc3)cc(=O)oc2c1 as listed: .	-23%	14%
Cc1ccc(C(=O)/C=C/Nc2ccc(S(=O)(=O)Nc3onc(C)c3C)cc2)cc1 as listed: 5%	?	?

Further structures
No. | mol | TDP1 inh | DT40 TDP1 no CPT | TDP1 cell CPT
41 | COC(=O)c1ccc([C@@H]2Nc3c(cccc3C(F)(F)F)[C@@H]3C=CC[C@@H]32)cc1 | . | ? | -7%
42 | Cc1cc(C)n(-c2nc3ccccc3nc2N2CCN(c3cccc(C(F)(F)F)c3)CC2)n1 | -9%[12.3 µM] | ? | 18µM*
43 | CC(C)c1ccc(S(=O)(=O)N2CCN(C(=O)CN3C(=O)NC4(CCCCC4)C3=O)CC2)cc1 | -10% | -22% | ?
44 | CCCCNC(=O)C[C@@H]1C[C@@]2(C(=O)OCC)CCC=C2N(Cc2ccc3c(c2)OCO3)C1=O | . | ? | ?
45 | CCCCNC(=O)C1C(c2ccc(OC)cc2)=Nc2ccccc2N1C(=O)Cc1cc(OC)cc(OC)c1 (configuration not stated) | . | ? | ?
46 | CSCCc1nc(SCC(=O)Nc2nnc(C)s2)[nH]c1C | 9% | -29% | 4%
47 | N#Cc1ccsc1NC(=O)CSc1nnnn1-c1ccc(O)cc1 | . | ? | -30%
48 | CC1CCCN(C(=O)Cc2ccc(F)cc2)C1 (configuration not stated) | 7% | -10% | 6%

Retrieved one by one from the entries so far:
No. | mol | TDP1 inh | DT40 TDP1 no CPT | TDP1 cell CPT
45 | CCCCNC(=O)C1C(c2ccc(OC)cc2)=Nc2ccccc2N1C(=O)Cc1cc(OC)cc(OC)c1 (configuration not stated) | . | ? | ?
41 | COC(=O)c1ccc([C@@H]2Nc3c(cccc3C(F)(F)F)[C@@H]3C=CC[C@@H]32)cc1 | . | ? | -7%

(listing goes on)
No. | mol | TDP1 inh | DT40 TDP1 no CPT | TDP1 cell CPT
49 | Cc1cccc2nc(Cn3c(=O)n(-c4ccccc4)c(=O)c4c5c(sc43)CCC5)cc(=O)n12 | 2% | ? | ?
50 | CCOc1ccc(C(=O)NCc2ccco2)cc1OC | . | -3% | -9%
51 | CNc1sc(C(=O)c2ccccc2F)c(N)c1-c1nc2ccccc2s1 | 12% | ? | ?
52 | COc1c(OC)c(O)c2c(=O)cc(-c3c(O)cccc3O)oc2c1OC | 9% | ? | ?
53 | CC(C)OC(=O)/C(=C/c1cccnc1)NC(=O)c1ccccc1 | -1% | -16% | 31%[activator]
54 | CC(C)CCNC(=O)CN(Cc1ccccc1)C(=O)CCC(=O)Nc1nccs1 | -6% | -13% | -12%
55 | COC(=O)c1ccc(C(=O)N2CCCC(CNC(=O)c3ccccc3Cl)C2)cc1 (configuration not stated) | 1% | -1% | -8%
56 | O=C(NNc1cc(C(F)(F)F)ccc1Cl)c1ccc(=O)[nH]c1 | 0% | -15% | 1%
57 | Cc1ccc(N2C(SCC(=O)O)=NC(=Nc3cccc(C)c3)C23CCCC3)cc1 | 7% | -4% | -2%
58 | CCOC(=O)Cn1cc(C#N)c2cccc(CC)c21 | 11% | 5% | -2%
59 | CC(O)CN1C(=O)C(CC(=O)Nc2ccc(Cl)cc2)SC1=Nc1ccccc1 (configuration not stated) | -2% | 26µM* | ?
60 | CCOc1ccc(-c2nc(CN3CCCC(C(=O)N4CCOCC4)C3)c(C)o2)cc1 (configuration not stated) | 3% | -3% | -21%
61 | O=C(O)CSc1ccnc2cc(Cl)ccc12 | . | 10% | 7%
62 | O=C(Nc1ccccc1)Nc1scc2c1c(=O)oc1ccccc12 | . | ? | ?
63 | COc1cc(C2SCC(=O)N2c2c(C)n(C)n(-c3ccccc3)c2=O)ccc1O (configuration not stated) | -6% | -24% | 5%
64 | Cc1cccc(OCCSc2nnc(-c3ccoc3C)n2C)c1 | 5% | 21µM* | 23µM*
65 | CC(=O)O[C@H]1CC[C@@]2(C)C(=CC[C@@H]3[C@@H]2CC[C@]2(C)C(c4cccnc4)=CC[C@@H]32)C1 | . | -24% | -11%
66 | CC(NC(=O)CN1C(=O)NC2(CCCCCC2)C1=O)c1ccccc1 (configuration not stated) | -4%[56.1 µM] | -19% | -27%
67 | O=C(CCn1cccc1)Nc1ccccc1F | 2% | -2% | -4%
68 | COC(=O)Nc1sc(C(=O)N(C)C)c(C)c1C(=O)OC | 0% | 18% | 16%
69 | Cc1cccc(C)c1NC(=O)CSc1nnc(CCCCCNC(=O)OC(C)(C)C)o1 | 3% | 13µM* | 15µM*
70 | COc1ccccc1C(O)P(=O)(OC1CCCCC1)OC1CCCCC1 (configuration not stated) | . | ? | -1%
71 | CNC(=O)c1nc(C)c(C2(C)CC(c3ccccc3)=NO2)s1 (configuration not stated) | 5% | -28% | -10%
72 | CCOc1cc([C@H]2[C@@H]3CCCC[C@]3(O)CCN2CC(=O)NCc2ccco2)ccc1O | 0% | -3% | 2%
73 | Cc1ccccc1-c1ccc(Nc2ccc(C(=O)N3CCOCC3)cc2)nn1 | 4% | -18% | -28%
74 | O=C1ON=C(c2ccccc2)/C1=C/c1ccc(O)c(O)c1 | . | ? | ?
75 | CC(C)CCn1cnc2c1c(=O)n(C)c(=O)n2C | 0% | -25% | -19%
76 | CC(=O)N(C)c1ccc(NC(=S)Nc2ccc(C(C)C)cc2)cc1 | 5% | 26µM* | 16µM*
77 | COc1cccc(NC(=O)COc2ccc(C(=O)N3CCN(C)CC3)cc2)c1 | -9% | -16% | 2%
78 | Cc1ccc(O)c(NC(=O)CN(C)S(=O)(=O)c2ccc(Cl)cc2)c1 | -6% | -22% | ?
79 | Cc1ccccc1NC(=O)Cc1nnc(SCC(=O)NC2CCCCC2)n1C | 0% | ? | -4%
80 | CC12CCC(=O)N1C(C(=O)Nc1nc3ccccc3s1)CS2 (configuration not stated) | -1% | -2% | -2%
81 | COc1ccccc1N1CCN(C(=O)c2cc(-c3ccc(C)cc3)on2)CC1 | 1% | ? | ?
82 | COc1ccccc1-c1cnc(C(O)c2cc(C)ccc2C)[nH]1 (configuration not stated) | . | ? | 26µM*
83 | CNS(=O)(=O)c1cccc(C(=O)OCC(=O)Nc2ccc3ccccc3c2)c1 | . | -3% | -7%
84 | Cc1ccc(C)c(S(=O)(=O)NCCCn2ccnc2)c1 | 0% | -14% | 17%
85 | CC(=O)c1cccc(NC(=O)Nc2cnn(Cc3ccc(Cl)cc3Cl)c2)c1 | 2% | ? | ?
86 | CSc1nnc(-c2nnc(SC)n2-c2ccccc2)n1-c1ccccc1 | -2% | -19% | -11%
87 | CN1CCN(C(=O)c2ccc(Oc3ccc([N+](=O)[O-])cc3)cc2)CC1 | 5% | ? | -13%
